Compound activity deposited in PubChem by National Center for Advancing Translational Sciences (NCATS).
TDP1 cell CPT = DT40-hTDP1 cell growth loss with CPT | actives 12% (n = 420,000) | AID 686979 | chicken DT40 Tdp1-/-;hTDP1 cells + 20 nM CPT, ATP luminescence, 48 h | Potency, µM (doses to about 46.2 µM), without a hit: top-dose activity change, negative = growth inhibition, usual class: inhibitors; further: nearly all actives have a fitted effect of over 55% in size
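Chicken DT40 Tdp1-/- cells stably complemented with human TDP1 were seeded at 400 cells/well in medium containing 20 nM camptothecin, exposed to pin-transferred compounds, and grown at 37 °C for at least 48 hr. Viability was read as ATP luminescence.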
DT40 TDP1 no CPT = qHTS for Inhibitors of human tyrosyl-DNA phosphodiesterase 1 (TDP1): qHTS in cells in absence of CPT; AID 686978, 2013; actives 15% (n = 420,000); DT40 Tdp1-/- hTDP1 cells, no CPT, ATP luminescence, 48 h; Potency, µM (top dose mostly 46.2 µM), inactives show at the highest dose activity change, negative = growth inhibition, most hits filed as inhibitors; further: nearly all actives have a fitted effect of over 55% in size
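Growth of hTDP1-complemented DT40 Tdp1-knockout cells is measured by ATP luminescence after at least 48 hr compound exposure at 37 °C, with DMSO substituting for the 20 nM CPT used in the parallel screen.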
KAT2A inh = inhibitors of human GCN5L2 histone acetyltransferase. Q92830. GCN5L2 HAT assay, ThioGlo1 CoA-SH fluorescence. Potency, µM (series often up to 58.9 µM), for inactives: at the highest dose activity change, negative = inhibition, usual class: inhibitors. actives 0.21% (n = 390,000)
Target sequence (Q92830 whole entry, looked up): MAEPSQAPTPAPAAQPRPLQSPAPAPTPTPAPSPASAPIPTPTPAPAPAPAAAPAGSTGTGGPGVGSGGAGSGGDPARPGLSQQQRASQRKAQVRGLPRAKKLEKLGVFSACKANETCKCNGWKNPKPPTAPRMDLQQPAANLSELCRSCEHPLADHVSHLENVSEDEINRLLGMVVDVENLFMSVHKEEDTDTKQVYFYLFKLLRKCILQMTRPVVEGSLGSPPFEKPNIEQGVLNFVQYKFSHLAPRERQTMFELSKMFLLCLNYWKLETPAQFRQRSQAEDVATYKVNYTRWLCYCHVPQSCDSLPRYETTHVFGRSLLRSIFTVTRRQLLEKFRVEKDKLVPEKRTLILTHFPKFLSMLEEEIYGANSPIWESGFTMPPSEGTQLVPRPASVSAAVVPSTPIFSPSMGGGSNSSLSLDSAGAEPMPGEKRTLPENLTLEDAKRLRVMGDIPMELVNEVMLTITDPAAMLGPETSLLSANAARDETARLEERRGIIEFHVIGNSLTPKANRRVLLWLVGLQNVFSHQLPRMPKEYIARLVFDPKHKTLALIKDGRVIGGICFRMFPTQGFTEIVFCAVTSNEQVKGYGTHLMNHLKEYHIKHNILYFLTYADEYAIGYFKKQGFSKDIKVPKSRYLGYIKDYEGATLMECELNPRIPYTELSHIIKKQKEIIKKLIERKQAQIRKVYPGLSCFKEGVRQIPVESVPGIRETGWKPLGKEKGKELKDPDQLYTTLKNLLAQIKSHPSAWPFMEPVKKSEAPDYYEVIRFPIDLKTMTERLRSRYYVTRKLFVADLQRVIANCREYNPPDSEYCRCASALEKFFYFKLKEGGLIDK
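Titration-based screen in which CoA formation is detected via maleimide probe ThioGlo1 (50uM) turning fluorescent on thiol reaction; substrates H3(1-25) 75uM and acetyl-CoA 70uM, GCN5L2 20nM, 20 min incubation at room temperature.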
Starred values were filed as active, the others as inactive; ? = inconclusive; / = no result given; & = joins results of further samples; ! = repeats disagree; [ ] = dose if it differs, or a comment. The call rests on the fitted dose curve; in most records, active means well fitted curve in the direction sought with a large enough effect; inconclusive means small, poorly fitted or top-dose-only effect, or another doubt; inactive means no such curve, though single readings can be large; an effect the other way counts as inactive or inconclusive. On the % scale 0 is the no-effect control and ±100 the full control effect; potency means the concentration at half of the fitted maximal effect. A portion of the library; rates above refer to the full screens.

The opening three compounds, ahead of the listing:
SMILES	TDP1 cell CPT	DT40 TDP1 no CPT	KAT2A inh
CCC1(OC(=O)CN)C(=O)OCc2c1cc1n(c2=O)Cc2cc3ccccc3nc2-1 (stereo not given)	0.16µM*	0.065µM*	?
C[C@H](CO)N1C[C@H](C)[C@H](CN(C)C(=O)Oc2ccccc2)OCc2cnnn2CCCC1=O	-3%	0%	/
COC(=O)[C@@H](N)CCCN/C(N)=N/[N+](=O)[O-]	?	-24%	/

All compounds of this part, previewed entries included:
SMILES	TDP1 cell CPT	DT40 TDP1 no CPT	KAT2A inh
CCC1(OC(=O)CN)C(=O)OCc2c1cc1n(c2=O)Cc2cc3ccccc3nc2-1 (stereo not given)	0.16µM*	0.065µM*	?
C[C@H](CO)N1C[C@H](C)[C@H](CN(C)C(=O)Oc2ccccc2)OCc2cnnn2CCCC1=O	-3%	0%	/
COC(=O)[C@@H](N)CCCN/C(N)=N/[N+](=O)[O-]	?	-24%	/
CC(C)Cc1[nH]c(=O)c(C#N)c2c1CCC2	-2%	-17%	1%
O=C(c1ccc2c(c1)N(Cc1ccccc1)CCS2)N1CCC2(CC1)OCCO2	-29%	8%	-13%
O=C(C1c2ccccc2C(=O)N2CCc3ccccc3C12)N1CCC2(CC1)OCCO2 (stereo not given)	-16%	1%	-16%
CSc1ccc(C(=O)C(C)(C)N2CCOCC2)cc1	4%	-27%	-6%
O=c1c2ccccc2nc(/C=C/c2ccccc2)n1-c1ccccc1F	?	?	23%
CC(C)NS(=O)(=O)c1ccc(OCC(=O)N2CCN(Cc3ccccc3)CC2)c(Cl)c1	-82%	?	-1%
Cc1nc2c(c(=O)[nH]1)C(c1ccc([N+](=O)[O-])cc1)c1c(c3ccccc3oc1=O)O2 (stereo not given)	-26%	?	-2%
C[C@@H]1[C@H]2Cc3ccc(O)cc3[C@]1(C)CCN2C	-1%[166 µM]	-11%[166 µM]	/
CCOP(=O)(OCC)c1cc(CC)ccc1O	2%	-2%	1%
CC1=NN(Cc2c[nH]c3ccccc23)C(C)(C)C1	-6%	-27%	0%
C=CCn1c(O)c(C(C)=O)c(=O)[nH]c1=O (tested in a mixture with another compound)	4%	9%	-2%
O=C1NCN(c2ccccc2)C12CCN(C(c1cccc3ccccc13)c1nnnn1C1CCCCC1)CC2 (stereo not given)	23µM*	?	/
CN(C)C(=O)Oc1ccc([N+](=O)[O-])cc1	11%	13%	-5%
Clc1ccc(C2=CCC[C@H]3CC[C@@H]2N3)cn1	2%	-17%	9%[0.501 µM]
O=C(COc1ccc2ccccc2c1)N1CCN(Cc2ccncc2)CC1	-28%	?	?
COc1cccc(-n2c(/C=C/c3ccc(O)c(O)c3)nc3ccccc3c2=O)c1	18%	?	-13%
O=C(Nc1ccccc1)OC1CN=C(N[N+](=O)[O-])NC1 (stereo not given)	-20%	-2%	-11%
CC(Cc1cccs1)NCc1ccccc1 (stereo not given)	11%	0%	8%
Cc1nc2ccccc2n1C1CCN(Cc2nnnn2CCc2ccccc2)CC1	?	?	2%
Nc1ccc(Cc2ccc(N)cc2)cc1	-14%	-1%	/
CCN1CCN(c2nc3ccccc3s2)CC1	1%	-2%	-18%
O=c1c2ccccc2nc(CN2CCOCC2)n1-c1ccccc1F	-26%	-26%	-18%
(more compounds)
SMILES	TDP1 cell CPT	DT40 TDP1 no CPT	KAT2A inh
CCOC(=O)C1=C(N)OC2=C(C(=O)CCC2)[C@]12C(=O)N(CC(N)=O)c1ccccc12	8%	2%	1%
COc1ccccc1-n1c(-c2ccccc2)nc2ccccc2c1=O	16µM*	?	-9%
C=CCn1c(O)c(C(CC)=NCCc2ccccc2)c(=O)[nH]c1=O	?	?	-11%
Cc1cccc(N2C(=O)NC(=O)/C(=C\c3cc(C)n(-c4sc5c(c4C#N)CCCC5)c3C)C2=O)c1C	?	?	-8%
COc1ccc(CNCCc2ccccc2F)c(OC)c1C	15µM*	23µM*	-3%
CCCOc1ccccc1NP(=O)(Oc1ccccc1)Oc1ccccc1	?	?	-6%
Cc1ccc2c(Cl)cc(Cl)c(O)c2n1	2.9µM*!	3.3µM*!	6%&-2%
CCCCCn1c(Sc2ccccc2)nc2c1c(=O)[nH]c(=O)n2C	?	?	0%
CCC(=O)CC(c1ccccc1)c1c(O)c2ccccc2sc1=O (stereo not given)	-23%	-16%	-6%
O=C1CC(C(=O)N2CCC3(CC2)OCCO3)CN1CCc1ccccc1 (stereo not given)	-10%	-1%	-5%
CCc1ccccc1N1C(=O)NC(=O)/C(=C\c2cc(C)n(C)c2C)C1=O	14%	-26%	-2%
O=C(CN1CCCCC1)c1cccc(Br)c1	-3%	-20%	30%
COC(=O)C(C)NC(=S)N1CC2C[C@@H](C1)Cn1c2cccc1=O (stereo not given in full)	-13%	10%	-1%
CCCCCCn1c(O)c(C=NC2CCCCC2N)c(=O)[nH]c1=O (stereo not given)	16µM*	16µM*	-5%
CCC(C)N1CCN(C(=O)COc2ccc3ccccc3c2)CC1 (stereo not given)	?	?	-3%
CCNC(=O)NC(=O)C(C)OC(=O)c1c(C)nn(Cc2ccccc2Cl)c1Cl (stereo not given)	?	-60%	-2%
O=c1c2ccccc2nc(-c2ccccc2)n1-c1cccnc1	-27%	-30%	3%
COc1ccc(C)cc1NC(=O)c1c(C)nn(Cc2ccccc2)c1Cl	5%	?	-8%
CCN(CC)C(=O)c1ccc(NC(=O)c2cn(-c3ccccc3)nc2-c2ccc(OC)cc2)cc1	?	?	-9%
CCOC(=O)[C@]12Cc3cc4ccccc4cc3[C@H]1N(Cc1ccccc1)C(=O)c1cc(OC)ccc12	8.2µM*	6.5µM*	/
CCN1C[C@]2(C)CC[C@H](O)[C@@]34C5C[C@@H]6[C@@H](OC)C[C@@](O)(C5[C@H]6O)[C@@H](CC23)[C@@H]14 (stereo not given in full)	6%&1%	3%&-12%	/
COP(=O)(OC)C(NS(=O)(=O)c1ccccc1)C(Cl)(Cl)Cl (stereo not given)	16%	11%	-4%
O=C1CCC2(O)C3Cc4ccc(O)c5c4C2(CCN3Cc2ccoc2)C1O5 (stereo not given)	-11%	-20%	/
CCCn1nc2ccccc2c1P(=O)(N1CCOCC1)N1CCOCC1	4%	6%	-4%
O=C(NCC1=C(c2cccc3ccccc23)C[C@@H]2CC[C@H]1N2Cc1ccco1)c1cccs1	?	15µM*	/
Later entries
SMILES	TDP1 cell CPT	DT40 TDP1 no CPT	KAT2A inh
COc1cc(C(=O)NCCSc2c(-c3ccccc3)[nH]c3ccccc23)cc(OC)c1OC	8.2µM*	8.2µM*	-13%
CN1CCN(c2ccc(N)cc2)CC1	-21%	-4%	0%
COc1ccc(NC(=O)c2cccn(Cc3ccc(Cl)cc3)c2=O)c(OC)c1	?	-27%	-1%
COc1ccc(F)cc1C(=O)C1CCCN(Cc2ccc(O)cc2)C1 (stereo not given)	-3%	-29%	-4%
Clc1ccc(N2CCN(Cc3ccccc3Cl)CC2)cc1	-24%	-6%	-5%[0.501 µM]
Cc1cc(C=C2C(=O)N(C)C(=S)N(C)C2=O)c(C)n1C1CCCC1	-20%	?	2%
CC(C1=C(CCN(C)C)Cc2ccccc21)c1ccccn1 (stereo not given)	-26%	-6%	/
Cc1nn(Cc2ccccc2Cl)c(Cl)c1C(=O)OC(C(=O)NC(N)=O)C(C)C (stereo not given)	-3%	?	0%
Cc1cc(C(=O)CN2C(=O)c3ccccc3C2=O)c(C)n1C1CC1	?	?	-3%
Nc1ccc(CCN2CCN(c3cccc(C(F)(F)F)c3)CC2)cc1	?	23µM*	-12%
C/C=C(/C)C(=O)OC1CC[C@]2(C)C3CCC4[C@]5(O)CC(O)[C@]6(O)C(CN7CC(C)CCC7[C@]6(C)O)[C@]5(O)C[C@@]42O[C@]13O (stereo not given in full)	-3%	-6%	-3%
Cc1cc(C(=O)NP(=O)(N2CCOCC2)N2CCOCC2)c(C)n1C1CC1	1%	-3%	-4%
O=C(CSc1nnnn1-c1ccccc1)Nc1ccc(N2CCOCC2)c(Cl)c1	-29%	?	/
COc1ccc(CNC(=O)c2cc3c(-c4ccccc4F)nn(C)c3s2)c(OC)c1	4.1µM*	6.5µM*	-15%
O=C(c1ccccc1F)c1cn(Cc2ccccc2)c2ccccc12	?	?	1%
C[C@H]1O[C@@H](O[C@H]2[C@@H](O)C[C@H](O[C@H]3[C@@H](O)C[C@H](O[C@H]4CC[C@@]5(C)[C@H](CC[C@@H]6[C@@H]5CC[C@]5(C)[C@@H](C7=CC(=O)OC7)CC[C@]65O)C4)O[C@@H]3C)O[C@@H]2C)C[C@H](O)[C@@H]1O	0.3µM*	0.3µM*	0%
COC(=O)C1=C(c2ccc(-c3ccccc3)c(F)c2)C[C@@H]2CC[C@H]1N2C(=O)NCCc1ccccc1	?	16µM*	-6%
CNCC(C)c1ccccc1 (stereo not given)	1%	-18%	-9%
CCOC(=O)c1ccc(N2CCN(c3ccccc3F)CC2)c(NC(=O)Nc2ccc(Cl)c(Cl)c2)c1	1.3µM*	1.3µM*	-4%
COC(=O)C1=C(c2ccccc2)C[C@@H]2CC[C@H]1N2C(=O)NCCO	13%	0%	/
Cc1cccc(C)c1-n1nnnc1C(CCc1ccccc1)N1CCC(n2c(=O)[nH]c3ccccc32)CC1 (stereo not given)	5.8µM*	5.8µM*	/
CSc1ncc(/C=C2/C(=O)NC(=O)N(C3CCCCC3)C2=O)cn1	-2%	7%	-2%
Cc1cccc(NC(=O)c2cc3c(=O)n4ccccc4nc3n2C)c1C	0.92µM*	0.65µM*	-8%
CC1([N+](=O)[O-])COP(=O)(NCc2cccnc2)OC1 (stereo not given)	-6%	-21%	/
CC(=O)OC1(c2ccccc2)CCN(C)CC1(C)C (stereo not given)	1%	2%	-2%

A second format for some results above.
SMILES | TDP1 cell CPT | DT40 TDP1 no CPT | KAT2A inh
Cc1cccc(C)c1-n1nnnc1C(CCc1ccccc1)N1CCC(n2c(=O)[nH]c3ccccc32)CC1 (stereo not given) | 5.8µM* | 5.8µM* | /
CSc1ncc(/C=C2/C(=O)NC(=O)N(C3CCCCC3)C2=O)cn1 | -2% | 7% | -2%

(next part)
SMILES	TDP1 cell CPT	DT40 TDP1 no CPT	KAT2A inh
Cc1cc(C)c2c(ccc3cccc[n+]32)c1	?	21µM*	/
c1ccc2cc(C3N4CCCN34)ccc2c1 (stereo not given)	25%	1%	0%
COc1cc(C(=O)N2Cc3ccccc3-n3nncc3C2)cc(OC)c1OC	-10%	-20%	/
CCOC(=O)[C@]12Cc3ccccc3[C@H]1N(C(C)C)C(=O)c1ccccc12	?	23µM*	/
CCCCCCC(C)OC(=O)COc1ccc(Cl)cc1Cl (stereo not given)	18%	15%	-5%
COc1cc2[nH]c(=O)n(Cc3ccc(C(=O)N4CCN(c5ccc(Cl)cc5)CC4)cc3)c(=O)c2cc1OC	3.3µM*	2.9µM*	-17%
C[N+]1(C)CCCCC1COC(=O)C(O)(c1ccccc1)c1ccccc1 (stereo not given)	-3%	-2%	6%
O=C1NC(=S)NC(=O)C12C(c1ccccc1)NC(=S)NC2c1ccccc1 (stereo not given)	4%	20%	-1%
C[N+]1(CCC(C(N)=O)(c2ccccc2)c2ccccc2)CCCCC1	-7%	-16%	3%
CN1C[C@H](CO)C[C@@H]2c3cccc4[nH]cc(c34)C[C@H]21	1%	-8%	-3%
O=C1C2(c3ccccc3)CN3CN(C2)CC1(c1ccccc1)C3	-5%	1%	-23%
CC1(C)CSC(Nc2ccc(F)c(Cl)c2)=N1	-20%	-24%	1%
CC[C@@H](CO)NC(=O)[C@@H]1C=C2c3cccc4[nH]cc(c34)C[C@H]2N(C)C1	13%&-1%	?	-12%
C=CCn1c(O)c(C(C)=Nc2ccc(N(CC)CC)cc2)c(=O)[nH]c1=O	21µM*	9.2µM*	1%
C[C@@]12CCC(OS(=O)(=O)O)C[C@@H]1CCC1C2CC[C@]2(C)C(=O)CCC12 (stereo not given in full)	-2%	2%	-3%
C[C@@]12C(=O)N(Cc3ccco3)CC(=O)N1[C@H]1c3ccccc3OC[C@@H]1[C@@H]2c1ccccc1	?	?	-3%
O=C(C1CCCN(S(=O)(=O)c2cccc3nsnc23)C1)N1CCC2(CC1)OCCO2 (stereo not given)	-9%	-8%	-2%
C[N+]1(CC2COC(c3ccccc3)(c3ccccc3)O2)CCCCC1 (stereo not given)	?	19µM*	/

Profiles, looked up by structure. Order of screens: TDP1 cell CPT	DT40 TDP1 no CPT	KAT2A inh
COc1cc(C(=O)N2Cc3ccccc3-n3nncc3C2)cc(OC)c1OC is listed as -10%	-20%	/
CCCCCCC(C)OC(=O)COc1ccc(Cl)cc1Cl (stereo not given) is listed as 18%	15%	-5%
C=CCn1c(O)c(C(C)=Nc2ccc(N(CC)CC)cc2)c(=O)[nH]c1=O is listed as 21µM*	9.2µM*	1%
C[N+]1(CC2COC(c3ccccc3)(c3ccccc3)O2)CCCCC1 (stereo not given) is listed as ?	19µM*	/
O=C1NC(=S)NC(=O)C12C(c1ccccc1)NC(=S)NC2c1ccccc1 (stereo not given) is listed as 4%	20%	-1%
